SV40 large T antigen – SV40 large T antigen inhibitors, biochemical (AID 1903). inhibition, % at 20 µM; hits with a dose series show IC50 in µM. SV40 large T antigen ATPase/helicase inhibition assay; higher % means a stronger effect. 310,000 tested, 0.39% active; in the data active means a potency from the dose series; inconclusive means inhibition mostly from about 32% at the one dose, without a potency; inactive means the rest, 99 in 100 with inhibition below about 32%; further: strong numbers were not always called active
XIAP displacement – XIAP antagonists, biochemical, IAP family, fluorescence polarization (AID 1018) | displacement, % at 20 µM; hits with a dose series show IC50 in µM | XIAP BIR domain, fluorescence polarization peptide displacement; higher % means a stronger effect | 200,000 tested, 0.007% active; in the data active means displacement above about 50%; further: a part of the inactive calls stands beside numbers as strong as those of hits
Yfh1-depleted yeast – enhancers of respiration in Yfh1-depleted yeast, dose response, Friedreich's ataxia, plus single-dose screen (AID 1465); S. cerevisiae Yfh1-off respiration, WST-1 reduction, 72 h; higher fold induction means a stronger effect; one-dose fold induction at 50 µM; EC50 in µM for titrated hits; 220,000 tested, 0.074% active;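 active means fold induction of absorbance versus untreated yeast above a set limit, then at least 30% activation at any dose in follow-up; inconclusive means repeats straddling the limit, or above it without dose testing; inactive means fold induction below the set limit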;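 further: activators that raise dye reduction in frataxin-depleted yeast; strong numbers were not always called active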
ER stress rescue – rescue of cells from ER stress-induced death, primary screen, 384-well, CSM14.1, thapsigargin, ATP luminescence (AID 1222); cellular ATP content (survival), % at 20 µM, or EC50 in µM where a hit was titrated; CSM14.1 thapsigargin-induced death rescue, ATP luminescence; higher % means a stronger effect; 190,000 tested, under 10 active;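 active means EC50 below 50 µM in the dose-response confirmation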;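 further: death triggered by thapsigargin at about 15 µM added after 2 h compound pretreatment; cell ATP read after overnight thapsigargin exposure of roughly 18 to 22 hours; normalized against plate controls of thapsigargin alone and 5% DMSO vehicle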
WT yeast gro inh – growth inhibition of WT yeast, mitochondrial fusion screen. mitochondrial fusion phenotypic screen, WT strain. inhibition, % at 10 µM. 190,000 tested, 2.1% active; in the data active means inhibition above about 58%; tested in S. cerevisiae
UTI89 phage lysis – inhibition of K1F phage lysis, E. coli UTI89, bacterial capsule biogenesis inhibitors, alamar blue (AID 488966) | E. coli UTI89 K1F phage lysis, alamar blue, 2 h; higher % means a stronger effect | one-dose inhibition, % at 100 µM; IC50 in µM for titrated hits | 340,000 tested, 0.02% active;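 active means phage lysis inhibition, versus mean bacterial control, above a set limit; inconclusive means no clear call, values can overlap the other calls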;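 further: capsule biogenesis inhibitors block K1F phage lysis so surviving cells raise fluorescence; higher fluorescence means more inhibition of phage lysis; actives were called in the ten point dose series up to 300 µM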
RSV antiviral HEp-2 – RSV antiviral activity via CPE protection, HEp-2 cells, primary 10 µM value included (AID 2391); one-dose CPE inhibition, % at 10 µM; IC50 in µM for titrated hits; 310,000 tested, 0.13% active; HEp-2 cells, RSV-induced CPE inhibition; higher % means a stronger effect; in the data active means a potency from the dose series; inconclusive means CPE inhibition mostly from about 23% at the one dose, without a potency; inactive means the rest, 99 in 100 with CPE inhibition below about 21%; further: strong numbers were not always called active
NS5 inhibitors – flavivirus cap methylation enzyme inhibition – biochemical, confirmation dose response, primary screen (AID 588689) | Dengue-2 NS5 methyltransferase capping enzyme assay, biochemical; higher % means a stronger effect | one-dose inhibition, % at 25 µM; IC50 in µM for titrated hits | 340,000 tested, 0.3% active; in the data active means a potency from the dose series; inconclusive means inhibition above about 29% without an active follow-up result
West Nile antiviral – inhibition of WNV-induced cytopathic effect – cell-based, CPE readout (AID 1621); 290,000 tested, 0.02% active; West Nile virus-infected cells, CPE inhibition; higher % means a stronger effect; one-dose CPE inhibition, % at 10 µM; IC50 in µM for titrated hits; in the data active means a potency from the dose series; inconclusive means CPE inhibition mostly from about 3.7% at the one dose, without a potency; inactive means the rest, 99 in 100 with CPE inhibition below about 2.2%; further: strong numbers were not always called active
WT yeast gro inh mutant strain – second read-out of WT yeast gro inh, no call of its own (marks repeat the call); inhibition, %; mitochondrial fusion phenotypic screen, mutant strain inhibition
NS5 inhibitors pilot replicate – further read-out of NS5 inhibitors, marked with its call; inhibition, %; measured here: pilot screen replicate inhibition
The depositor's hits bear a star; [ ] = remark or other dose. The order is random; any-hit rate near 2.2%.

How did CC(C)Oc1ccc(C2CC(=O)N(c3ccc(N(C)C)cc3)C2=O)cc1 (stereo not drawn) do in these assays?
SV40 large T antigen: 8%; XIAP displacement: -3.5%; Yfh1-depleted yeast: inactive; ER stress rescue: 0.3%; WT yeast gro inh: -7; UTI89 phage lysis: 0.0%; RSV antiviral HEp-2: 2.1%; NS5 inhibitors: 23%; West Nile antiviral: 0.1%; WT yeast gro inh mutant strain: 6

What do the screens show for `CC(C)(C)c1ccc(S(=O)(=O)N2CC(C(=O)O)Oc3ccc(Cl)cc32)cc1` (stereo not drawn)?
SV40 large T antigen: 16%; UTI89 phage lysis: -0.2%; RSV antiviral HEp-2: 4.0%; NS5 inhibitors: -3%; West Nile antiviral: -0.4%

What do the screens show for `CCCn1c(=O)c2ccccc2n2c(SCCNCCO)nnc12`?
SV40 large T antigen: 17%; UTI89 phage lysis: -0.2%; RSV antiviral HEp-2: 5.9%; NS5 inhibitors: 3%; West Nile antiviral: -0.3%

What do the screens show for `Cc1cc(NC(=O)c2ccco2)c(=O)n(Cc2c(F)cccc2Cl)c1`?
SV40 large T antigen: 6%; UTI89 phage lysis: 0.4%; RSV antiviral HEp-2: 7.8%; NS5 inhibitors: -5%; West Nile antiviral: -1.5%

What do the screens show for `COc1cccc(OC)c1OCCN1CCCC1`?
SV40 large T antigen: 9%; UTI89 phage lysis: 0.0%; RSV antiviral HEp-2: 0.9%; NS5 inhibitors: -4%; West Nile antiviral: -0.4%; NS5 inhibitors pilot replicate: -3.3

What do the screens show for `Nc1nc(N)c2ncc(C(=O)CCc3ccccc3)nc2n1`?
SV40 large T antigen: 5%; XIAP displacement: -1.0%; Yfh1-depleted yeast: inactive; ER stress rescue: -0.5%; WT yeast gro inh: 40; UTI89 phage lysis: -1.2%; RSV antiviral HEp-2: -1.1%; NS5 inhibitors: -14%; West Nile antiviral: -0.5%; WT yeast gro inh mutant strain: 20

How did Cc1ccc(NC(=O)CCn2nnc3ccccc32)cc1 do in these assays?
SV40 large T antigen: 6%; XIAP displacement: -4.5%; Yfh1-depleted yeast: inactive; ER stress rescue: -0.2%; WT yeast gro inh: -9; UTI89 phage lysis: 2.5%; RSV antiviral HEp-2: -1.6%; NS5 inhibitors: -6%; West Nile antiviral: -0.2%; WT yeast gro inh mutant strain: -15

What do the screens show for `Cn1c(SCC(=O)Nc2ccccc2F)nc2c(c1=O)SCC2`?
SV40 large T antigen: 2%; UTI89 phage lysis: -0.1%; RSV antiviral HEp-2: 6.9%; NS5 inhibitors: -4%; West Nile antiviral: 0.2%

What do the screens show for `COc1ccccc1NC(=O)/C=C/c1ccc2c(c1)OCO2`?
SV40 large T antigen: 1%; XIAP displacement: -6.9%; Yfh1-depleted yeast: inactive; ER stress rescue: -2.0%; WT yeast gro inh: 1; UTI89 phage lysis: -0.6%; RSV antiviral HEp-2: 2.0%; NS5 inhibitors: -5%; West Nile antiviral: -0.5%; WT yeast gro inh mutant strain: -1

Results for Cc1cc(C)c(NC(=O)CSc2nc(COc3ccccc3)nc3ccccc23)c(C)c1 ?
SV40 large T antigen: 10%; XIAP displacement: -6.2%; Yfh1-depleted yeast: inactive; ER stress rescue: 1.2%; WT yeast gro inh: 15; UTI89 phage lysis: 2.7%; RSV antiviral HEp-2: 2.0%; NS5 inhibitors: 7%; West Nile antiviral: -0.5%; WT yeast gro inh mutant strain: 19

Results for C/C(=N\NC(N)=O)c1ccc(Cl)s1 ?
SV40 large T antigen: 14%; Yfh1-depleted yeast: inactive; UTI89 phage lysis: 0.0%; RSV antiviral HEp-2: inconclusive; NS5 inhibitors: -1%; West Nile antiviral: -0.2%

How did O=C(Nc1cccc(Cl)c1)c1cnc[nH]1 do in these assays?
SV40 large T antigen: 1%; UTI89 phage lysis: -0.1%; RSV antiviral HEp-2: -0.5%; NS5 inhibitors: 4%; West Nile antiviral: 0.0%

Results for O=C(O)CCN1C(=O)c2ccc(NC(=O)CSCc3ccccc3)cc2C1=O ?
SV40 large T antigen: -5%; XIAP displacement: -0.6%; Yfh1-depleted yeast: inactive; ER stress rescue: 3.7%; WT yeast gro inh: -3; UTI89 phage lysis: 0.2%; RSV antiviral HEp-2: 0.8%; NS5 inhibitors: 0%; West Nile antiviral: 1.0%; WT yeast gro inh mutant strain: 3

What do the screens show for `CC(=O)CSc1nnc(-c2ccc(S(=O)(=O)N3CCC(C)CC3)cc2)o1`?
Yfh1-depleted yeast: inactive; UTI89 phage lysis: -1.0%; RSV antiviral HEp-2: 4.6%; NS5 inhibitors: -5%; West Nile antiviral: 0.6%

What do the screens show for `COc1ccc(NC(=O)Cc2nnc(SCC(=O)NC3CCCCC3)n2C)cc1`?
SV40 large T antigen: 0%; UTI89 phage lysis: 0.2%; RSV antiviral HEp-2: 2.3%; NS5 inhibitors: 0%; West Nile antiviral: -0.6%

How did O=S(=O)(NCCc1ccccc1)c1cccc(S(=O)(=O)N2CCOCC2)c1 do in these assays?
SV40 large T antigen: 5%; XIAP displacement: 6.5%; Yfh1-depleted yeast: inactive; ER stress rescue: 1.2%; WT yeast gro inh: -1; UTI89 phage lysis: 0.7%; RSV antiviral HEp-2: 0.1%; NS5 inhibitors: -4%; West Nile antiviral: -0.5%; WT yeast gro inh mutant strain: -1

How did CC1CCN(C(=O)c2cc(-c3ccc(Cl)c(Cl)c3)on2)CC1 do in these assays?
SV40 large T antigen: 5%; XIAP displacement: -1.7%; Yfh1-depleted yeast: inactive; ER stress rescue: -0.4%; WT yeast gro inh: -6; UTI89 phage lysis: 5.2%; RSV antiviral HEp-2: 3.5%; NS5 inhibitors: 2%; West Nile antiviral: -0.5%; WT yeast gro inh mutant strain: -3

Results for Cc1cc(C)n2nc(SCC(=O)c3cc(C)n(-c4cc(C)on4)c3C)nc2n1 ?
SV40 large T antigen: 22%; XIAP displacement: -5.6%; Yfh1-depleted yeast: inactive; ER stress rescue: -0.6%; WT yeast gro inh: -7; UTI89 phage lysis: 3.5%; RSV antiviral HEp-2: 0.1%; NS5 inhibitors: -1%; West Nile antiviral: -0.8%; WT yeast gro inh mutant strain: -18

Results for Cc1nc(-c2ccc(C(=O)Nc3ccccc3F)cc2)cs1 ?
SV40 large T antigen: 8%; XIAP displacement: -4.3%; Yfh1-depleted yeast: inactive; ER stress rescue: -2.9%; WT yeast gro inh: 26; UTI89 phage lysis: 0.2%; RSV antiviral HEp-2: 18%; NS5 inhibitors: -10%; West Nile antiviral: 1.1%; WT yeast gro inh mutant strain: 18

How did Cc1ccc2[nH]c(=O)c(CN(CC3CCCO3)C(=S)Nc3ccccc3)cc2c1 (stereo not drawn) do in these assays?
SV40 large T antigen: 10%; XIAP displacement: 2.9%; Yfh1-depleted yeast: inactive; ER stress rescue: 1.2%; WT yeast gro inh: 16; UTI89 phage lysis: 0.3%[50 µM]; RSV antiviral HEp-2: 5.3%; NS5 inhibitors: 3%; West Nile antiviral: -1.3%; WT yeast gro inh mutant strain: -3

Results for CCOc1ccc(/C=C2/Sc3ccc(C(=O)N4CCOCC4)cc3N(C)C2=O)cc1OC ?
SV40 large T antigen: 2%; UTI89 phage lysis: 0.4%; RSV antiviral HEp-2: 2.4%; NS5 inhibitors: 0%; West Nile antiviral: 0.8%

Results for COC(c1ccccc1)c1nnc(CCC(=O)N(C)Cc2cccc(-n3cccn3)c2)o1 (stereo not drawn) ?
SV40 large T antigen: 10%; XIAP displacement: -4.1%; Yfh1-depleted yeast: inactive; ER stress rescue: 2.2%; WT yeast gro inh: -2; UTI89 phage lysis: -0.1%; RSV antiviral HEp-2: 4.8%; NS5 inhibitors: -6%; West Nile antiviral: -0.5%; WT yeast gro inh mutant strain: -9

Results for Cc1ccccc1OCC(=O)OCC(=O)Nc1cc(C(F)(F)F)ccc1N1CCOCC1 ?
SV40 large T antigen: -3%; XIAP displacement: -6.1%; Yfh1-depleted yeast: inactive; ER stress rescue: -0.3%; WT yeast gro inh: 21; UTI89 phage lysis: -0.2%; RSV antiviral HEp-2: 0.8%; NS5 inhibitors: -3%; West Nile antiviral: -0.1%; WT yeast gro inh mutant strain: -3

What do the screens show for `COC(=O)N/N=C(\C)c1ccc(OC(F)F)cc1`?
SV40 large T antigen: -3%; XIAP displacement: -0.9%; Yfh1-depleted yeast: inactive; ER stress rescue: 5.1%; WT yeast gro inh: 8; UTI89 phage lysis: 1.2%; RSV antiviral HEp-2: 5.5%; NS5 inhibitors: 11%; West Nile antiviral: -0.1%; WT yeast gro inh mutant strain: 8

How did O=C(NCCn1cccc1)c1cccc2ccccc12 do in these assays?
SV40 large T antigen: 5%; XIAP displacement: -7.3%; Yfh1-depleted yeast: inactive; WT yeast gro inh: -2; UTI89 phage lysis: 5.3%; RSV antiviral HEp-2: 0.3%; NS5 inhibitors: 0%; West Nile antiviral: 0.4%; WT yeast gro inh mutant strain: 5

Results for Cc1nc(NCCOc2ccccc2)sc1C(=O)Nc1ccccc1 ?
SV40 large T antigen: 15%; Yfh1-depleted yeast: inactive; UTI89 phage lysis: 1.7%; RSV antiviral HEp-2: 4.5%; NS5 inhibitors: 2%; West Nile antiviral: -0.2%

How did O=C(O)c1ccc(-c2ccc(Cl)cc2Cl)o1 do in these assays?
SV40 large T antigen: 4%; XIAP displacement: -5.2%; Yfh1-depleted yeast: inactive; ER stress rescue: 0.3%; WT yeast gro inh: -8; UTI89 phage lysis: 0.5%; RSV antiviral HEp-2: 2.3%; NS5 inhibitors: -1%; West Nile antiviral: -0.3%; WT yeast gro inh mutant strain: -12; NS5 inhibitors pilot replicate: 0.6

How did c1ccc(-n2c(-c3ccco3)nnc2-c2ccco2)cc1 do in these assays?
SV40 large T antigen: -1%; XIAP displacement: -7.9%; Yfh1-depleted yeast: inactive; ER stress rescue: -2.2%; WT yeast gro inh: -15; UTI89 phage lysis: -0.1%; RSV antiviral HEp-2: 0.3%; West Nile antiviral: 0.3%; WT yeast gro inh mutant strain: -54

What do the screens show for `O=C(O)c1ccc(CSc2nc3ccccc3c(=O)n2-c2ccccc2)cc1`?
SV40 large T antigen: 7%; UTI89 phage lysis: -0.8%; RSV antiviral HEp-2: 0.3%; NS5 inhibitors: 2%; West Nile antiviral: 0.1%

What do the screens show for `CC(C)Cc1nc2oc3c(Cl)ncnc3c2c2c1CCC2`?
SV40 large T antigen: 10%; XIAP displacement: -3.9%; Yfh1-depleted yeast: inactive; ER stress rescue: -1.8%; WT yeast gro inh: 2; UTI89 phage lysis: -0.4%; RSV antiviral HEp-2: 14%; NS5 inhibitors: -11%; West Nile antiviral: 3.2%; WT yeast gro inh mutant strain: -7

What do the screens show for `C=CCCCCCCCCC(=O)NNC1CC(=O)N(c2ccccc2)C1=O` (stereo not drawn)?
SV40 large T antigen: 0%; Yfh1-depleted yeast: inactive; UTI89 phage lysis: 2.1%; RSV antiviral HEp-2: -2.1%; NS5 inhibitors: -7%; West Nile antiviral: -0.2%

Compound activity deposited in PubChem by several laboratories.
